MITF inh: MITF inhibitors, primary screen, biochemical, AlphaScreen, human. AlphaScreen MITF homodimerization, bead proximity signal. inhibition, % at 2.6 µM. actives 0.91% (n = 650,000); in the data active = inhibition above about 50%;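 also: 0% = vehicle wells with protein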
Target sequence (O75030 whole entry, looked up): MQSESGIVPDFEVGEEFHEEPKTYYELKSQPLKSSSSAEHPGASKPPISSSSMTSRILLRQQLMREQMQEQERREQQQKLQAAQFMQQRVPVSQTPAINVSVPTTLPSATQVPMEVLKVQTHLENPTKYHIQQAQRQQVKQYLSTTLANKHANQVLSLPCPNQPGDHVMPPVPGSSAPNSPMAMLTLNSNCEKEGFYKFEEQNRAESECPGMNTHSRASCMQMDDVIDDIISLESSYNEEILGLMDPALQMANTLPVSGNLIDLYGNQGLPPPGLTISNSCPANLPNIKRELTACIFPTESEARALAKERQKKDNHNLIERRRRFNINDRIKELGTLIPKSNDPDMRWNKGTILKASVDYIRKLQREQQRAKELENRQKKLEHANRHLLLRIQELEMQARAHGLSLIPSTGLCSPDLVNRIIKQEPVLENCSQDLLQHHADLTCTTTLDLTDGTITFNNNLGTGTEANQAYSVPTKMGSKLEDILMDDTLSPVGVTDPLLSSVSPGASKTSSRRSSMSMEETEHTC
TEAD-YAP block: TEAD-YAP interaction inhibition, primary screen, TEAD-YAP interaction inhibitor project, luminescence, HEK-TIYL cells; TEAD-Gal4/YAP UAS-luciferase luminescence; inhibition, % at 9.12 µM; actives 1.4% (n = 640,000); in the data active = inhibition above about 32%;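 also: 0% = median of test compound wells and 100% = reference inhibitor wells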
GPR151 activ: activators of human GPR151, primary screen, cell-based, PathHunter beta-arrestin, luminescence; G-protein coupled receptor 151 (Homo sapiens), Q8TDV0; PathHunter beta-arrestin GPR151 cells; activation, % at 11.2 µM; actives 1% (n = 650,000); AID 1508602, 2020; in the data active = activation above about 4.9%;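 also: 0% = median of compound wells and 100% = cells with positive control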
Target sequence (Q8TDV0 whole entry, looked up): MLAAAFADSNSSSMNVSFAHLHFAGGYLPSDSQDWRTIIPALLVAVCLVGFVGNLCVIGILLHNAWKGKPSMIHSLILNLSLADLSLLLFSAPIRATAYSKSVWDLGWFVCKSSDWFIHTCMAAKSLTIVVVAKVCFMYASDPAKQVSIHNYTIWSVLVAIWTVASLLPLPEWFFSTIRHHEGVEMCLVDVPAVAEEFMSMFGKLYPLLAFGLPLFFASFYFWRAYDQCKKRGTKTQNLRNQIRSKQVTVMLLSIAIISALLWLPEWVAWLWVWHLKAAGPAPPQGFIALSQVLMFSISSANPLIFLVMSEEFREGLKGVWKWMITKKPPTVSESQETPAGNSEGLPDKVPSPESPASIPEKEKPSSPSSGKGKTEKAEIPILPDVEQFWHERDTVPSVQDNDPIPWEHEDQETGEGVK
FBW7 act: FBW7 E3 ligase activators, primary screen, biochemical, AlphaScreen, human. AlphaScreen FBW7–phospho-cyclin E peptide binding, activator screen. AID 1259310, 2017. F-box/WD repeat-containing protein 7 (Homo sapiens), Q969H0. normalized activity (activation), % at 26.1 µM. actives 0.13% (n = 650,000); in the data active = normalized activity above about 1.9%;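 also: purified mutant Fbw7 with reduced substrate affinity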
* marks the source's active call; other numbers are inactive results; nt = no result given. Hits appear at their usual frequency; 3.5% or so of the library scored in one or more.

SMILES	MITF inh	TEAD-YAP block	GPR151 activ	FBW7 act
O=C(O)c1ccccc1C(=O)Nc1cccc(F)c1	-3	6	1.0	-0.1
COc1ccccc1NC(=O)c1c(NCc2cccs2)sc2c1CCC2	-3	4	0.0	-0.1
CC1CCN(Cc2cc(O)c(CN3CCC(C)CC3)cc2O)CC1	27	2	-0.3	-0.1
N#CC(C#N)=C1N=NNN1c1ccccc1	-3	6	-0.3	0.0
CCOc1ccc(C(=O)Nc2cccnc2)cc1Cl	-3	-67	0.2	0.0
N#CC(C#N)=Cc1ccc(-c2ccc(S(=O)(=O)O)cc2)o1	2	10	-1.4	-1.0
Cc1nn(Cc2ccc(Cl)cc2)c(N)c1C#N	-2	8	0.6	0.0
Cc1ccc(S(=O)(=O)NCC2CCCO2)cc1-c1nnc2c3ccccc3c(C)nn12 (stereo not given)	11	-10	-0.2	0.0
COc1ccccc1N=c1scc(C)n1CCCO	-8	4	0.1	0.0
O=C(Nn1c(C2CCCCC2)nc2ccccc2c1=O)c1cccc(Cl)c1	-6	3	0.9	0.1

Next part; it opens with the three that closed the last part.
SMILES	MITF inh	TEAD-YAP block	GPR151 activ	FBW7 act
Cc1ccc(S(=O)(=O)NCC2CCCO2)cc1-c1nnc2c3ccccc3c(C)nn12 (stereo not given)	11	-10	-0.2	0.0
COc1ccccc1N=c1scc(C)n1CCCO	-8	4	0.1	0.0
O=C(Nn1c(C2CCCCC2)nc2ccccc2c1=O)c1cccc(Cl)c1	-6	3	0.9	0.1
NC(=S)NC(=O)/C=C/c1ccccc1	16	-20	2.0	0.0
CCC(C)NC(=O)c1cc(-c2ccc(OC)c(OC)c2)on1 (stereo not given)	10	-19	1.3	0.0
CC(C(=O)O)C(C(=O)O)C(C)c1ccccc1 (stereo not given)	20	10	0.2	0.1
Cc1nn(S(=O)(=O)c2ccc([N+](=O)[O-])cc2)c(C)c1Sc1ccc([N+](=O)[O-])cc1	12	4	-1.7	0.1
C=CCOc1ccc(C2NC(=O)NC(C)=C2C(=O)OC)cc1 (stereo not given)	4	6	-0.1	0.0
O=C(c1ccco1)N(C1CC1)C1CCN(CCc2ccccc2)CC1	-2	2	-0.6	0.0
Oc1ccccc1-c1nc(-c2ccc(F)cc2)c(-c2ccc(F)cc2)[nH]1	5	5	0.0	0.1
O=C(Nc1ccc(F)cc1)C1CC(=O)n2ncnc2N1 (stereo not given)	9	-4	0.5	-0.1
C=CCN(c1ccccc1OC)S(=O)(=O)c1cccc(C(=O)OC2CCOC2=O)c1 (stereo not given)	1	0	1.7	0.0
O=C(COc1ccc(Cl)cc1)NCc1cccnc1	-36	8	0.0	0.1
CCCCCCn1c(=O)c2c(nc(NCc3ccco3)n2C)n(C)c1=O	-3	-4	2.7	-0.1
NC(=O)C1CCN(C(c2ccccc2F)c2nnnn2CCc2ccccc2)CC1 (stereo not given)	6	4	-0.2	1.1
COC(=O)CC1=NN(c2ccc(OC)cc2)C(=O)C1	8	-5	-0.4	-0.3
CN1C(=O)c2cccc(NCCCCN3C(=O)c4ccccc4C3=O)c2C1=O	8	-4	-0.8	0.0
CCCCC/C=C/C=C1/C=CC(=O)[C@@H]1CCCCCCC(=O)O	25	nt	0.0	nt
Cc1cccc(NC(=O)NCc2ccc3[nH]c(C)cc3c2)c1	14	-20	-1.0	0.7
COc1ccc(-c2noc(CN(C)C3CCOC3)n2)c(OC)c1OC (stereo not given)	12	9	0.1	0.2
Cn1cc(-c2ccc3cnc(Nc4ccc(-n5cnc(-c6ccncc6)n5)cc4)nc3c2)cn1	14	45*	-1.4	0.8
C=CCn1c(SCc2ccccc2)nc2c([nH]c3ccccc32)c1=O	4	-7	-0.3	0.1
NC(=O)COC(=O)c1c2c(nc3ccccc13)/C(=C/c1ccccc1)CC2	1	-39	-1.6	0.0
CCOC(=O)c1cc2sc(C)cc2n1C(C)C	-2	0	-0.4	0.1
COC(=O)c1cn(C(=O)c2ccc(C(C)(C)C)cc2)c2ccccc12	-12	-2	-0.9	0.0
CCCNC(=O)NCCc1c(C)[nH]c2ccccc12	13	0	-0.9	0.4
CSc1ccccc1C(=O)Nc1ccc(S(=O)(=O)N2CCOCC2)cc1	7	4	1.0	-0.1
COc1ccc(NC(=O)C2C3C=CC4(O3)C2C(=O)N(CCC2=CCCCC2)C4C(=O)NC2CCCC(C)C2C)cc1 (stereo not given)	5	-7	0.3	0.0
CCOC(=O)c1c(N2C(N)=C(C#N)C(c3ccc(Br)s3)C3=C2CC(C)(C)CC3=O)sc2c1CCCC2 (stereo not given)	14	9	0.8	0.3
CC(C)c1ccc(O)c(NC(=S)NC(=O)c2cccnc2)c1	2	-9	-0.5	-0.3
CCOC(=O)C1=C(C)N=c2s/c(=C\c3ccccc3OC)c(=O)n2C1c1ccc(OCC)c(OCC)c1 (stereo not given)	12	3	-0.1	0.0
CCOC(=O)c1[nH]c(C)c(C(=O)N2CCc3ccccc3C2)c1C	-2	14	1.0	-0.1
Cc1c([N+](=O)[O-])cc(C(O)(C(F)(F)F)C(F)(F)F)cc1[N+](=O)[O-]	-1	-1	0.3	-0.1
COc1ccc(CSC(=N)N)cc1Cl	-6	-3	-1.3	0.8
CCc1ccc(S(=O)(=O)NCCOc2cc(N3CCCCC3)ncn2)s1	11	3	-1.2	0.5
COc1ccc(C)cc1NC(=O)C1c2ccccc2Oc2ccccc21	-5	-1	-1.2	-0.1
CCOC(=O)c1sc(NC(=O)c2ccccc2)c(C#N)c1C	2	-3	0.0	0.2
CCOc1ccc(-n2c(SCC(=O)Nc3nccs3)nnc2-c2ccoc2C)cc1	1	-2	-0.8	0.3
CS(=O)(=O)n1c(=O)sc2ccccc21	11	5	-1.2	0.8
CCc1cccc(C)c1NC(=O)c1cc(S(=O)(=O)NC2CCCC2)ccc1F	5	1	1.1	-0.1
O=c1[nH]n(-c2ccc(Cl)cc2)c(=O)c(Cl)c1Cl	-12	7	0.7	-0.2
O=C(Nc1ccccn1)c1nc[nH]c1C(=O)O	5	-6	1.3	-0.2
Cc1nc2sc(C(c3cccc(Br)c3)N3CCc4ccccc4C3)c(O)n2n1 (stereo not given)	-12	-2	0.8	-0.1
COc1ccccc1C(=O)Nc1ccc2oc(-c3cccnc3)nc2c1	16	-21	0.0	0.5
O=C(Cc1ccc(Br)cc1)N1CCOCC1	-9	-8	0.3	-0.1
CCN(CC)c1nc(Nc2ccc(N3CCOCC3)cc2)nc(Nc2ccncn2)n1	5	-9	-1.0	-0.1
N#C/C(C(=O)N1CCOCC1)=C1/Nc2ccccc2S1	-6	-26	-2.5	-0.2
CCc1nc2sc3c(c2c(=O)[nH]1)CCCC3	-4	0	0.8	0.3
CC1CC(C)CN(C(=O)CSc2nc3ccsc3c(=O)n2Cc2ccccn2)C1 (stereo not given)	9	-24	-1.4	0.0
Cc1cccc(C)c1NC(=O)Cn1c([N+](=O)[O-])cnc1C	6	3	1.0	0.0
O=C(COc1ccc(Cl)cc1)NNC(=O)C(=O)N1CCCCC1	4	6	-0.1	0.1
CC(=O)N1CCN(c2ccnc3c2c(=O)n(CC(=O)NC(C)(C)C)c(=O)n3C)CC1	-5	-2	-0.8	0.2
CCOC(=O)C1=C(C)N=c2s/c(=C\c3ccc(N(CC)CC)cc3)c(=O)n2C1c1cc(OC)c(OC)cc1Br (stereo not given)	1	11	-1.2	0.0

Further structures.
SMILES	MITF inh	TEAD-YAP block	GPR151 activ	FBW7 act
O=C1c2ccc([N+](=O)[O-])cc2C(=O)N1c1cccc(-c2nc3ccccc3c(=O)o2)c1	-6	-3	-0.1	0.0
COc1cccc([C@@H](C)NC(=O)CCc2nnc(Cc3cc(OC)ccc3OC)o2)c1	5	-24	-0.5	-0.1
Cc1cc(C)cc(OCc2nc(-c3ccc(Br)cc3)no2)c1	-1	4	1.7	0.5
Cc1nc(SCC(=O)c2ccc(Cl)cc2)c(C#N)c2c1CCCC2	-2	1	1.0	0.0
O=C1CC(c2ccc(Cl)cc2)Sc2nc(C34CC5CC(CC(C5)C3)C4)nn21 (stereo not given)	13	-8	-0.5	0.3
C=CCCCCCCCCC(=O)Nc1c(C)n(C)n(-c2ccccc2)c1=O	-12	4	0.5	-0.1
Cc1ccnc(NC(=O)CCC(=O)N(CC(=O)NC2CCCCC2)Cc2cccs2)c1	12	-3	-1.2	0.0
COc1ccc(CNS(=O)(=O)c2ccc3c(c2)SCC(=O)N3)cc1	-10	2	-0.6	0.1
COc1ccccc1OCC(=O)O/N=C(\N)c1ccccn1	17	-18	-2.9	0.2
COc1ccc(/C=c2/[nH]/c(=C/C(=O)c3ccccc3)c(=O)[nH]c2=O)cc1OC	2	2	-1.3	0.2

Given as a markdown table: part of the list above.
| SMILES | MITF inh | TEAD-YAP block | GPR151 activ | FBW7 act |
| --- | --- | --- | --- | --- |
| Cc1nc(SCC(=O)c2ccc(Cl)cc2)c(C#N)c2c1CCCC2 | -2 | 1 | 1.0 | 0.0 |
| O=C1CC(c2ccc(Cl)cc2)Sc2nc(C34CC5CC(CC(C5)C3)C4)nn21 (stereo not given) | 13 | -8 | -0.5 | 0.3 |

Further records follow:
SMILES	MITF inh	TEAD-YAP block	GPR151 activ	FBW7 act
CC(C)(C)C1CCC(C(=O)Oc2ccc(OC(=O)C3CCC(C(C)(C)C)CC3)cc2)CC1 (stereo not given)	-2	9	1.9	0.0
COCCNc1nc(=S)[nH]c2ccccc12	5	6	-0.5	0.1
Cn1c(=O)c2c(SCC(N)=O)nc(-c3ccccc3)nc2n(C)c1=O	-8	-3	-1.8	-0.2
CN(C)c1ccc(CCCNS(=O)(=O)Cc2ccccc2F)cc1	-16	-5	2.5	-0.5
CC(=O)OC1CCC2(C)C(=CC=C3C2CCC2(C)C3CCC2C(C)/C=C/C(C)C(C)C)C1(C)C (stereo not given)	6	-5	0.9	-0.1
COc1cccc(-n2cc(C(=O)N3CCc4ccccc4C3)c3ccccc3c2=O)c1	-17	6	-0.8	0.1
CN(CCOC(=O)c1cccc(Cl)c1)C(C)(C)C	-8	2	-1.2	-0.1
COc1cccc(/C=N/NC(=O)c2ccccc2)c1OC	16	-46	0.5	0.1
CC1=C(C#N)C(c2ccccc2Br)C(C#N)=C(C)N1	5	-4	1.0	-0.2
O=C(CN1CCCCCC1)N1CCCC(CNS(=O)(=O)c2cccs2)C1 (stereo not given)	2	1	0.6	0.1

Ordered by number of heavy atoms (lowest first): part of the list above
SMILES	MITF inh	TEAD-YAP block	GPR151 activ	FBW7 act
CC1=C(C#N)C(c2ccccc2Br)C(C#N)=C(C)N1	5	-4	1.0	-0.2
CN(C)c1ccc(CCCNS(=O)(=O)Cc2ccccc2F)cc1	-16	-5	2.5	-0.5
Cn1c(=O)c2c(SCC(N)=O)nc(-c3ccccc3)nc2n(C)c1=O	-8	-3	-1.8	-0.2
O=C(CN1CCCCCC1)N1CCCC(CNS(=O)(=O)c2cccs2)C1 (stereo not given)	2	1	0.6	0.1
COc1cccc(-n2cc(C(=O)N3CCc4ccccc4C3)c3ccccc3c2=O)c1	-17	6	-0.8	0.1

Other entries:
SMILES	MITF inh	TEAD-YAP block	GPR151 activ	FBW7 act
CC(C)(C)c1cc(Cl)ccc1OCCOCCN1CCOCC1	64*	-12	-1.4	-0.1
C=CCSc1nnc2c3ccccc3n(CC=C)c2n1	21	11	-1.0	0.2
COCCNCCOc1ccc(Cl)c(C)c1	25	-2	0.9	0.2
CS(=O)(=O)Nc1ccc(S(=O)(=O)Nc2ccc(Cl)c(C(F)(F)F)c2)cc1	4	3	-0.5	0.8
CCOC(=O)C1=C(C)N=c2s/c(=C/c3ccc([N+](=O)[O-])cc3)c(=O)n2C1c1cccs1 (stereo not given)	-22	-7	0.6	0.2
O=[N+]([O-])c1cccc(C2N(Cc3ccccc3)CCCN2Cc2ccccc2)c1	10	-2	-0.9	0.1
COC(=O)c1sccc1NC(=O)/C=C/C(=O)O	16	4	0.2	0.0
Cc1cc(=O)oc2cc(OCC(=O)Nc3ccc4c(c3)OCO4)ccc12	-6	-3	0.3	-0.1
O=C1CC(c2ccc3c(c2)OCO3)CC2=C1C(c1cccnc1)Nc1ccccc1N2 (stereo not given)	16	8	-0.4	-1.0
CCOC(=O)C1=CN(c2cc(C)cc(C)c2)C=C(C(=O)OCC)C1c1cc(OC)c(OC)c(OC)c1	-12	2	0.1	0.1
O=C(Cc1ccc(F)cc1)Nc1cccc(F)c1	3	-22	1.6	0.9
COc1cc(CO)cc(I)c1OCc1cccc(F)c1	14	-6	-0.7	0.1
NC(Cc1c[nH]c2cc(F)ccc12)C(=O)O (stereo not given)	-1	4	2.1	0.4
CCCCOc1ccc(C(=O)Nc2c3c(nn2-c2cccc(C)c2C)CSC3)cc1	2	9	1.4	0.1
CC(=O)Nc1ccc(Nc2nc(NCCN3CCOCC3)nc3nc[nH]c23)cc1	10	4	2.3	0.6
COc1cc(OC)cc(C(=O)NCc2ccc3[nH]c4c(c3c2)CCCC4)c1	1	5	-0.2	-0.3
Cc1ccccc1OCCn1c(=N)n(Cc2ccccc2F)c2ccccc21	-2	-13	-0.1	-0.5
CC(C)OCCCNC(=O)CCS(=O)(=O)c1cc2c(cc1Cl)NC(=O)CO2	1	6	-1.5	-0.2
N#Cc1c(NC(=O)COC(=O)/C=C/c2ccc([N+](=O)[O-])cc2)sc2c1CCCC2	8	20	0.7	0.1
